# HT1080 IDH1KD tx: qHTS for induction of synthetic lethality in tumor cells producing 2HG: qHTS for the HT-1080-IDH1KD cell line; 360,000 compounds, 2% hits; Potency, µM (highest dose often 46.1 µM), inactives show top-dose activity, negative = toxicity, actives largely listed as cytotoxic; HT-1080 IDH1 knockdown viability, ATP luminescence, 48 h;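 note: potency is the fitted concentration of half-maximal effect; 0% = DMSO wells and -100% = cell-free medium wells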
#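 Luminescent ATP read-out (CellTiter-Glo, 10 min at room temperature) after 48 h compound exposure at 37 °C gave viability of IDH1-knockdown HT-1080 cells. Activity was normalised to DMSO and cell-free wells, then fitted as concentration-response curves.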
# HT1080-NT tox: qHTS for induction of synthetic lethality in tumor cells producing 2HG: qHTS for the HT-1080-NT fibrosarcoma cell line; Potency, µM (doses to about 46.1 µM), for inactives: at the top dose activity, negative = less viability, hits mostly cytotoxic; 360,000 compounds, 1.6% hits; HT-1080-NT fibrosarcoma viability, CellTiter-Glo ATP luminescence, 48 h;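 note: NT is the 2HG producing partner of a matched IDH1 knockdown line; potency is the fitted concentration of half-maximal effect; 0% = DMSO-treated cells and -100% = media-only wells without cells; nearly all actives have a fitted effect of over 55% in size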
#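 Toxicity toward the 2HG-producing NT line was scored as %Activity, normalised to DMSO and no-cell wells, from CellTiter-Glo luminescence after 48 hours' treatment.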
# KB-3-1 cytotox: qHTS assay for MDR1-selective chemotherapeutics: Primary screen using the parental adenocarcinoma cell KB-3-1; Potency, µM (titrated, usually from 46.1 µM), inactives show at the highest dose activity change, negative = cytotoxic, hits mostly cytotoxic; KB-3-1 viability, CellTiter-Glo ATP luminescence, 72 h; 400,000 compounds, 1.4% hits; note: potency is the fitted concentration of half-maximal effect; % is set by controls: 0 for no effect and ±100 for the full control effect; nearly all actives have a fitted effect of over 60% in size
#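 Viability of parental KB-3-1 cells, measured by CellTiter-Glo luminescence, followed a 72 h incubation at 37 °C with pinned compounds in phenol-red-free DMEM containing 10% FBS.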
# ATXN viability: Viability Counterscreen for Primary qHTS for Inhibitors of ATXN expression | Potency, µM (series often up to 56.7 µM), usual class: cytotoxic | 400,000 compounds, 0.49% hits | S2 cells (HEK-293 line with an ATXN2-luciferase reporter) viability, CellTiter-Fluor protease fluorescence, 24 h | AID 651635, 2014; note: potency is the fitted concentration of half-maximal effect; nearly all actives have a fitted effect of over 40% in size
# ATXN2 expr inh: Primary qHTS for Inhibitors of ATXN expression | AID 1745845, 2022 | Potency, µM (titrated, usually from 57 µM), without a hit: at the top dose activity change, negative = inhibition, actives largely listed as inhibitors | 360,000 compounds, 0.72% hits | HEK-293 ATXN2-luciferase reporter, luminescence, 24 h; note: potency is the fitted concentration of half-maximal effect; % is set by controls: 0 for no effect and ±100 for the full control effect; nearly all actives have a fitted effect of over 55% in size
#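 ATXN2-luciferase reporter cells (luciferase flanked by upstream and downstream ATXN2 gene portions) were treated 24 h at 37 °C with compounds at up to 57 uM. SteadyGlo luminescence gave expression; GF-AFC fluorescence gave viability.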
# MCF10A rereplic: A quantitative high throughput screen for small molecules that induce DNA re-replication in MCF 10a normal breast cells | MCF 10A DNA re-replication, Hoechst nuclear intensity, 48 h | Potency, µM (titrated, usually from 46.1 µM), without a hit: top-dose activity, positive = re-replication, hits mostly activators | 350,000 compounds, 2.9% hits | AID 624296, 2012; note: potency is the fitted concentration of half-maximal effect; % of control where 0% means no effect; nearly all actives have a fitted effect of over 50% in size
# KB-V1 cytotox: qHTS assay for MDR1-selective chemotherapeutics: Primary screen using the drug-selected MDR subline cells KB-V1. KB-V1 MDR cells viability, CellTiter-Glo, 72 h. Potency, µM (highest dose often 46.1 µM), for the others: at the top dose activity change, negative = cytotoxicity, most hits filed as cytotoxic. 400,000 compounds, 3.4% hits; note: potency is the fitted concentration of half-maximal effect; % is set by controls: 0 for no effect and ±100 for the full control effect; nearly all actives have a fitted effect of over 60% in size
#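 Luminescent ATP read-out (CellTiter-Glo, 10 min) measures survival of drug-selected KB-V1 MDR cells after 72 h, 37 degrees C compound exposure. Medium: phenol-red-free DMEM, 10% FBS. Values from fitted concentration-response curves.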
# SW480 rerep: A quantitative high throughput screen for small molecules that induce DNA re-replication in SW480 colon adenocarcinoma cells; AID 624297, 2012; 340,000 compounds, 1.8% hits; SW480 DNA re-replication, Hoechst DNA content imaging, 48 h; Potency, µM (series often up to 46.1 µM), for inactives: at the top dose re-replication activation, hits mostly activators; note: potency is the fitted concentration of half-maximal effect; % of control where 0% means no effect; nearly all actives have a fitted effect of over 55% in size
#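 250 cells/well; 23 nL cpd via pin tool; 48 hr, 37 C, 5% CO2; Hoechst 40 min; imager read of total nuclear intensity, ex 405/em 500-530 nm.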
# IL-1B inflam inh: qHTS for Inhibitors of Inflammasome Signaling: IL-1-beta AlphaLISA Primary Screen | 360,000 compounds, 4.7% hits | THP-1 LPS/ATP IL-1B secretion, AlphaLISA, 16 h; stronger effect = lower value | AID 743279, 2014 | activity change, % at 57.5 µM; in the data active = activity change below about -50%; inconclusive = mostly about -30% to -49%; note: % is set by controls: 0 for no effect and ±100 for the full control effect
#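 Secreted IL-1B measured by AlphaLISA bead assay after 16 h compound exposure of THP-1 cells; compounds (final up to 57.5 uM) added 1 h before LPS (250 ng/mL) and ATP (1.25 mM) stimulation; lower signal means less secretion.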
# Numbers without * were called inactive; i = inactive; ? = inconclusive; . = no result given; [ ] = another dose, or the depositor's remark. Unless noted, calls come from the whole dose curve; as a rule, active = well fitted curve in the direction sought with a large enough effect; inconclusive = small, poorly fitted or top-dose-only effect, or another doubt; inactive = no such curve, though single readings can be large; an effect the other way counts as inactive or inconclusive. This is a random part of the collection; overall some 11% were active at least once.
nr	Molecule	KB-3-1 cytotox	IL-1B inflam inh	SW480 rerep	ATXN2 expr inh	ATXN viability	MCF10A rereplic	KB-V1 cytotox	HT1080-NT tox	HT1080 IDH1KD tx
1	CC(C)(C)C(=O)NC1(C(F)(F)F)NC(=O)N(CCc2ccccc2)C1=O (configuration not stated)	15%	6	-4%	5%	i	-4%	3%	-5%	3%
2	Nc1c(C(=O)NCc2cccs2)nnn1CC(=O)Nc1cccc(Cl)c1	4%	-6	0%	-8%[11.3 µM]	i	11%	6%	?	?
3	COc1ccccc1C(=O)NC(CCSC)C(=O)NCc1ccncc1 (configuration not stated)	0%	6	-2%	0%	i	0%	?	9%	22%
4	COc1ccc2ncc(S(=O)(=O)c3ccccc3)c(N3CCN(c4ccccc4)CC3)c2c1	-3%	5	-10%	1%	?	14%	7%	2%	3%
5	CCCOc1ccc(-c2c(C(=O)N/N=C/c3ccncc3)nnn2-c2nonc2N)cc1	14%	-54*	-6%	1%	i	9%	?	?	?
6	Cc1ccc(NC(=O)c2ccc3c(=O)n4nc(Nc5ccccc5C)sc4nc3c2)cc1C	-5%	.	.	-31%	i	.	0%	.	.
7	CCCCCN(C(=O)NC(=O)Nn1cnnc1)S(C)(=O)=O	13%	14	-2%	3%	i	24%	16%	-8%	8%[9.24 µM]
8	CCOC(=O)C(C)Sc1nc2c(c(=O)[nH]c(=O)n2C)n1C/C=C(/C)Cl (configuration not stated)	29%	-13	-5%	25%	i	5%	19%	0%	2%
9	N#Cc1ccc(OCC(=O)OCC(=O)Nc2ccc(N3CCOCC3)cc2)cc1	12%	-6	-69%[inhibitor]	5%	i	-6%	10%	-4%	15%
10	CC1=C(C(=O)O)N2C(=O)C(NC(=O)c3nn(C)c(C)c3Cl)C2SC1 (configuration not stated)	-5%	-18	?	13%	i	?	30%	0%	9%

# (listing goes on)
nr	Molecule	KB-3-1 cytotox	IL-1B inflam inh	SW480 rerep	ATXN2 expr inh	ATXN viability	MCF10A rereplic	KB-V1 cytotox	HT1080-NT tox	HT1080 IDH1KD tx
11	CCOC(=O)[C@]12CCC=C1N(Cc1ccc(Cl)cc1Cl)C(=O)[C@H](CC(=O)N1CCSCC1)C2	?	-23	.	12%	i	.	?	-7%	-4%
12	COc1ccc(C)cc1S(=O)(=O)N(CC(=O)O)c1ccc(F)cc1	4%	0	-6%	0%	i	-6%	?	8%	10%
13	O=C(CN1CCNCC1)NC1CCCCC1	.	.	-3%	8%	i	-1%	.	.	.
14	O=C(CSc1nnc(Nc2ccccc2F)s1)Nc1cccc(S(=O)(=O)N2CCCCC2)c1	-19%	?	5%	?	?	12%	-23%	-21%	?
15	O=C(C(c1ccccc1)c1ccccc1)N1CCN(CCN2C(=O)c3cccc4cccc(c34)C2=O)CC1	4%	4	-3%	12%	i	15µM*	-2%	-22%	-17%
16	COc1cccc(CNC(=O)COC(=O)CN(C)S(=O)(=O)c2ccc(NC(C)=O)cc2)c1	-8%	i	-4%	3%	i	10%	-4%	-1%	8%
17	CCCC(O)(c1ccccc1)C(c1ccccc1)c1ccccn1 (configuration not stated)	1%	2	-10%	2%	i	-1%	8%	5%	0%
18	Cc1ccccc1NC(=O)C(NS(=O)(=O)c1ccc2c(c1)c(=O)n(C)c(=O)n2C)c1ccccc1 (configuration not stated)	7%	-3	-12%	3%	i	6%	?	2%	2%
19	Cc1ccccc1NC(=O)CSc1nc2ccc(NC(=O)CCc3ccccc3)cc2s1	2%	.	.	-7%	?	.	-23%	.	.
20	O=C(CSc1ccc(Cl)cc1)NC(=O)NCc1ccco1	16%	-83*	-3%	-19%	i	1%	-6%	1%	1%

# Sorted by molecular weight (ascending): some entries from above
nr	Molecule	KB-3-1 cytotox	IL-1B inflam inh	SW480 rerep	ATXN2 expr inh	ATXN viability	MCF10A rereplic	KB-V1 cytotox	HT1080-NT tox	HT1080 IDH1KD tx
17	CCCC(O)(c1ccccc1)C(c1ccccc1)c1ccccn1 (configuration not stated)	1%	2	-10%	2%	i	-1%	8%	5%	0%
20	O=C(CSc1ccc(Cl)cc1)NC(=O)NCc1ccco1	16%	-83*	-3%	-19%	i	1%	-6%	1%	1%
12	COc1ccc(C)cc1S(=O)(=O)N(CC(=O)O)c1ccc(F)cc1	4%	0	-6%	0%	i	-6%	?	8%	10%
19	Cc1ccccc1NC(=O)CSc1nc2ccc(NC(=O)CCc3ccccc3)cc2s1	2%	.	.	-7%	?	.	-23%	.	.
16	COc1cccc(CNC(=O)COC(=O)CN(C)S(=O)(=O)c2ccc(NC(C)=O)cc2)c1	-8%	i	-4%	3%	i	10%	-4%	-1%	8%
15	O=C(C(c1ccccc1)c1ccccc1)N1CCN(CCN2C(=O)c3cccc4cccc(c34)C2=O)CC1	4%	4	-3%	12%	i	15µM*	-2%	-22%	-17%

# Carrying on:
nr	Molecule	KB-3-1 cytotox	IL-1B inflam inh	SW480 rerep	ATXN2 expr inh	ATXN viability	MCF10A rereplic	KB-V1 cytotox	HT1080-NT tox	HT1080 IDH1KD tx
21	O=C(CN1C(=O)c2ccccc2C1=O)NCc1ccc(F)cc1	-8%	4	7%	2%	i	2%	-8%	8%	7%
22	COc1ccccc1OCC(=O)Nc1ccncc1	-5%	16	2%	.	?	-1%	-22%	6%	2%
23	O=C(O)C1C2C=CC(C2)C1C(=O)NCc1ccccc1F (configuration not stated)	10%	17	0%	-7%	i	-1%	0%	-1%	6%
24	COc1ccccc1Cc1c(-c2ccc(Cl)cc2)nc2c3ccccc3ccn12	?	4	.	12%	i	.	-28%	5%	-9%
25	O=C(NCc1ccccn1)C(=O)NCC1OCCN1S(=O)(=O)c1ccc(Cl)cc1 (configuration not stated)	-3%	0	-1%	-2%	i	-4%	-27%	-10%	-15%
26	CCOC(=O)c1oc2ccc(Cl)cc2c1NC(C)=O	-3%	12	3%	.	i	5%	11%	21%	4%
27	O=C(/C=C/c1ccccc1Cl)Nc1ccccc1	-1%	-65*	-5%	65%[activator]	?	4%	-1%	-7%	-20%
28	COCc1cc(C)nc2sc3c(=O)n(-c4ccccc4C(F)(F)F)nnc3c12	4%	.	.	-2%	i	.	1%	.	.
29	COC(=O)C1=C(C)N(c2ccc(C)c(C)c2)/C(=C/c2cccs2)C1=O	?	2	-1%	-6%	i	-11%	-6%	1%	-3%
30	CN(C(=O)COC(=O)c1ccc([N+](=O)[O-])cc1N)c1ccccc1	7%	12	-1%	-1%	.	-3%	-5%	?	26%

# The list goes on:
nr	Molecule	KB-3-1 cytotox	IL-1B inflam inh	SW480 rerep	ATXN2 expr inh	ATXN viability	MCF10A rereplic	KB-V1 cytotox	HT1080-NT tox	HT1080 IDH1KD tx
31	COc1ccc(C)cc1NC(=O)c1sc2ncn(CC(=O)N3CCCCC3)c(=O)c2c1C	5%	1	-9%	-8%	i	1%	-4%	7%	14%
32	COc1ccc(-n2c(Cc3cccn3C)nnc2SCC(=O)Nc2ccc(F)cc2F)cc1	0%	-12	-4%	0%	i	6%	-8%	5%	-1%
33	Nc1ccc(OCc2ccccc2)cc1	-6%	-14	3%	-1%	i	0%	23%	-2%	-1%
34	Cc1cc(C)c2c(-n3cccc3)c(C(=O)NNS(=O)(=O)c3ccc(Cl)cc3)sc2n1	2%	3	2%	-10%	i	?	-9%	7%	12%
35	O=C(NCc1cccc(F)c1)c1ccc(N2C(=O)Cn3c(cc4sccc43)C2=O)cc1	-3%	-8	-1%	-10%	i	10%	11%	14%	23%
36	O=C(CSc1ccsc1[N+](=O)[O-])NCCc1ccc(Cl)cc1	11%	18	3%	-12%	i	2%	3%	-3%	-14%
37	C=CCNc1nc(C(=O)OCC(=O)c2ccc(F)cc2)cs1	4%	10	-21%	4%	i	4%	17%	4%	9%
38	CN(CC(=O)Nc1ccccc1N1CCCC1)S(=O)(=O)c1ccc(F)cc1	3%	22	-32%[inhibitor]	-17%	i	2%	0%	1%	-1%
39	COc1ccc(CNC(=O)CN2C(=O)C(C)N(c3ccc(C)cc3)C2=O)cc1 (configuration not stated)	0%	6	-76%[inhibitor]	8%	?	0%	?	9%	-12%
40	O=C(NC1CCCCC1)C(c1ccnc2ccccc12)n1c(=O)c(-c2cc3ccccc3[nH]2)nc2ccccc21 (configuration not stated)	?	-12	.	.	.	.	-9%	?	-25%

# (further entries)
nr	Molecule	KB-3-1 cytotox	IL-1B inflam inh	SW480 rerep	ATXN2 expr inh	ATXN viability	MCF10A rereplic	KB-V1 cytotox	HT1080-NT tox	HT1080 IDH1KD tx
41	N/C(=N\OC(=O)CCCc1ccccc1)c1ccccc1Cl	15%	-10	?	53%[activator]	i	0%	?	30%	18%
42	COc1ccc(OC)c(-c2csc(NC(=O)c3ccccc3F)n2)c1	-6%	?	?	-20%	?	-1%	0%	-26%	-5%
43	CC(C)=CC(=O)OCC(=O)Nc1ncc(Cl)c(C)c1Cl	-26%	27	-2%	0%	i	15%	-4%	14%	15%
44	CCN1C(=O)C(CC(=O)Nc2ccc(OC)cc2)N(Cc2cccs2)C1=S (configuration not stated)	2%	-16	16%	-1%	i	-15%	0%	-8%	-10%
45	COc1ccc(-c2nnn(Cc3ccccc3)n2)cc1	8%	-3	-3%	55%[activator]	i	-4%	-5%	20%	6%
46	CN(C)c1cc(-c2ccc(Cl)c(Cl)c2)oc(=O)c1Cl	1%	-7	12%	.	i	?	-17%	13%	12%
